Screening results as filed in PubChem BioAssay.
Growth percent in the NCI-60 one-dose screen (48 h, 10 µM unless noted): 100 = growth as untreated, 0 = no growth, -100 = all killed.
UO-31 = UO-31 renal cancer. actives 5.2% (n = 81,000)
SN12C = SN12C renal cancer cells; actives 3.8% (n = 81,000); AID 1794767
IGROV1 = IGROV1 ovarian cancer. actives 4.7% (n = 79,000). AID 1794786
OVCAR-5 = OVCAR-5 ovarian cancer; actives 2.9% (n = 82,000); AID 1794783
TK-10 = TK-10 renal cancer cells; actives 3.9% (n = 81,000)
786-0 = 786-0 renal cancer cells; AID 1794775; actives 5.1% (n = 81,000)
SK-OV-3 = SK-OV-3 ovarian cancer cells | actives 3.2% (n = 80,000) | AID 1794785
OVCAR-4 = OVCAR-4 ovarian cancer cells; actives 3.7% (n = 80,000); AID 1794784
Starred values were filed as active, the others as inactive; . = not tested or not shown; & = joins results of further samples. Rule for the calls: active = growth percent below 10; inactive = the rest. Rows are unselected; overall some 8.7% were active at least once.

SMILES | UO-31 | SN12C | IGROV1 | OVCAR-5 | TK-10 | 786-0 | SK-OV-3 | OVCAR-4
C(#CCN1CCOCC1)CCCN1CCOCC1 | 90&98 | 102&102 | 106&116 | 83&102 | 86&109 | 100&110 | 106&104 | 102
CCN(CC)C(CC(=O)c1ccccc1)C(=O)c1ccccc1 (stereo not given) | 84 | 93 | 110 | 113 | 70 | 94 | 114 | 93
COC(=O)C1=CCC(n2cnc3c(N)ncnc32)O1 (stereo not given) | 91 | 103 | 109 | 109 | 104 | 107 | 108 | 106
O=C(c1c[nH]c2ccccc12)c1n[nH]c(=S)n1-c1ccc([N+](=O)[O-])cc1 | 75 | 93 | 73 | 101 | 117 | 115 | 95 | 85
CN(C(=O)C12CC3CC(CC(C3)C1)C2)c1ccc(OS(N)(=O)=O)cc1 | 89 | 101 | 107 | 99 | 95 | 98 | . | 95
O=C(Nc1ccccc1)n1ncc2cc(Nc3ccnc(Cl)n3)ccc21 | 85 | 105 | 105 | 107 | 113 | 86 | 102 | 106
O=c1[nH][nH]c(=O)c2nc(Nc3ccccc3)ncc12 | 94 | 104 | 98 | 98 | 110 | 116 | 111 | .
CN1C(=S)N(C)C2C1NC(=O)N2/N=C/C=C/c1ccccc1 (stereo not given) | 84 | 97 | 88 | 95 | 98 | 98 | 115 | 100
C=C(CN=[N+]=[N-])[C@@H]1CC[C@]2(C(=O)OC)CC[C@]3(C)[C@H](CC[C@@H]4[C@@](C)(CCC#N)[C@H](C(=C)CN=[N+]=[N-])CC[C@]43C)[C@@H]12 | 68 | 77 | 84 | 95 | 91 | 83 | 90 | 35
O=C(NCc1ccccc1)C(c1ccccc1)c1ccccc1 | 88 | 104 | 93 | 96 | 91 | 96 | 91 | 101
COc1cc(-c2nc(-c3nnc(-c4cc(C(F)(F)F)cc(C(F)(F)F)c4)o3)c3ccccn23)cc(OC)c1OC | 86 | 110 | 103 | 90 | 104 | 112 | 75 | 101
CC1OC1C(=O)OCCOC(=O)C1OC1C (stereo not given) | 87 | 101 | 105 | 111 | 107 | 96 | 103 | 113
O=C(CCCl)c1ccc(F)cc1 | 95 | 100 | 103 | 110 | 93 | 100 | 100 | 104
COc1ccc(C2=NN(c3ccc(S(C)(=O)=O)cc3)C(=O)CC2)cc1 | 62 | 98 | 100 | 108 | 122 | 95 | 101 | 118
COc1cc2nc(Cl)nc(Nc3cccc(C4=Nc5c(N)nc(N)nc5NC(c5ccc6c(c5)OCO6)C4)c3)c2cc1OC (stereo not given) | 86 | 79 | 78 | 112 | 113 | 62 | 112 | 97
Clc1ccc2c(NCCCNc3nc(N4CCOCC4)nc4ccccc34)ccnc2c1 | 70 | 96 | 91 | 114 | 101 | 93 | 106 | 97
CCCn1cnc2c(SCc3ccccc3)nc(N)nc21 | 87 | 94 | 115 | 92 | 102 | 99 | 111 | 113
CCOC(=O)C1O[N+]([O-])=C(c2ccc(OC)cc2)C1c1cc(OC)c(OC)c(OC)c1 (stereo not given) | 87 | 99 | 107 | 105 | 97 | 100 | 95 | 104
CC(=O)Oc1c(C)cccc1C(=O)O | 89 | 99 | 99 | 110 | 86 | 97 | 104 | 100
CCC(=O)O[C@H]1CCC[C@H]2[C@@H]3CCC4=CC(=O)CC[C@]4(C)[C@H]3CC[C@]12C | 93 | 97 | 106 | 106 | 92 | 97 | 111 | 113
CC1(C)CC(=O)C2=C(C1)N(CCO)c1cc3c(cc1C2c1cccc(F)c1)OCO3 (stereo not given) | 78 | 96 | 97 | 91 | 87 | 91 | 107 | 114
COCC(O)Cn1ccnc1N=Nc1ccccc1 (stereo not given) | 86 | 109 | 127 | 109 | 117 | 105 | 106 | 98
Cc1ccc(/C=N\N=C\c2ccc(C)cc2)cc1 | 108 | 96 | 110 | 105 | 99 | 101 | 116 | 108
O=C(COc1ccc(/C=C2\C(=O)Nc3cc(Cl)ccc32)cc1)NC1CCCCC1 | 69 | 97 | 76 | 105 | 152 | 98 | 93 | 79
S=C1Nc2ccccc2C1(C1=CNC2C=CC=CC12)C1=CNC2C=CC=CC12 (stereo not given) | 66 | 94 | 83 | 100 | 128 | 107 | 103 | 106
CC(C)C[C@H](NC(=O)[C@@H](Cc1ccccc1)n1ccc(Nc2ccccc2)cc1=O)B(O)O | -44* | -25* | -35* | 16 | -0.1* | 17 | 46 | 34
Cc1ccc(/C=C/c2c(C(=O)/C=C/c3ccc(Cl)cc3)c(C)nc3ccccc23)cc1 | -75* | -49* | 1.4* | -33* | 27 | -17* | 55 | 6.6*
C=CCN1C(=O)C2C3C=CC(C3)C2C1=O (stereo not given) | 93 | 101 | 107 | 106 | 131 | 109 | 108 | 109
Oc1ccc(-c2ccc3c(c2)ncn3-c2cccc(O)c2)cc1 | 17 | 29 | 53 | 78 | 72 | 67 | 65 | 48
CCc1ccc(C)[n+]([O-])c1 | 85 | 105 | 124 | 112 | 106 | 103 | 110 | 113
Cc1occc1-c1nc2s/c(=C/c3ccc(-c4cc(Cl)cc(Cl)c4)o3)c(=O)n2n1 | 79 | 96 | 92 | 98 | 107 | 100 | 104 | 99
Cc1ccc2nc(-c3ccc(C(=O)N/N=C/c4ccc(N(C)C)cc4)cc3)[nH]c2c1 | 90 | 99 | 86 | 87 | 141 | 98 | 106 | 100
COc1ccc(-c2nnc3n(C)c(=O)c4ccccc4n23)cc1O | 53 | 30 | 56 | 66 | 51 | 31 | 15 | 54
Cc1ccccc1OC1=C(C#N)C(=N)N2C(=NN1)Sc1c(C)ccc(C)c12 | 92 | 113 | 96 | 102 | 135 | 108 | 102 | 109
CC1(C)c2[nH]c3ccccc3c2C[C@]2(C)[C@H]3CC=C4[C@@H]5C[C@@](C)(C(N)=O)CC[C@]5(C)CC[C@@]4(C)[C@]3(C)CC[C@@H]12 | 47 | 62 | 74 | 102 | 84 | 74 | 70 | 32
NNc1ccc(S(=O)(=O)O)cc1Cl | 79 | 110 | 104 | 91 | 115 | 116 | 104 | .
COc1ccc(/C=N/Nc2nc3ccccc3c(=O)n2-c2ccccc2)cc1OC | 85 | 98 | 99 | 96 | 104 | 101 | . | 101
COc1cc(Cl)cc(-c2nn(-c3cccc(NC(=O)Nc4cccc(C(F)(F)F)c4)c3)cc2-c2ccncc2)c1 | -4.6* | 14 | 29 | 34 | 23 | 13 | 14 | 3.3*
NS(=O)(=O)c1ccc(CCNC(=O)CSc2ccc(-c3ccc(Cl)cc3)nn2)cc1 | 62 | 82 | 72 | 100 | 70 | 77 | 73 | 59
Cn1cnc([N+](=O)[O-])c1/C=C1\Oc2ccc(Cl)cc2C1=O | 48 | 99 | 73 | 108 | 98 | 92 | 96 | 92

Quoted at random: 4 entries already listed, in no set order.
SMILES | UO-31 | SN12C | IGROV1 | OVCAR-5 | TK-10 | 786-0 | SK-OV-3 | OVCAR-4
COc1ccc(/C=N/Nc2nc3ccccc3c(=O)n2-c2ccccc2)cc1OC | 85 | 98 | 99 | 96 | 104 | 101 | . | 101
COc1cc(Cl)cc(-c2nn(-c3cccc(NC(=O)Nc4cccc(C(F)(F)F)c4)c3)cc2-c2ccncc2)c1 | -4.6* | 14 | 29 | 34 | 23 | 13 | 14 | 3.3*
Cc1ccccc1OC1=C(C#N)C(=N)N2C(=NN1)Sc1c(C)ccc(C)c12 | 92 | 113 | 96 | 102 | 135 | 108 | 102 | 109
COc1ccc(-c2nnc3n(C)c(=O)c4ccccc4n23)cc1O | 53 | 30 | 56 | 66 | 51 | 31 | 15 | 54

Continuation.
SMILES | UO-31 | SN12C | IGROV1 | OVCAR-5 | TK-10 | 786-0 | SK-OV-3 | OVCAR-4
CCOC(=O)c1ccc(-n2nc(C(=O)NCCC(=O)O)nc2-c2ccccc2)cc1 | 92 | 104 | 104 | 96 | 102 | 101 | 103 | 99
CC(O)C(O)C(O)C(O)/C=N\Nc1ccccc1 (stereo not given) | 71 | 100 | 79 | 96 | 126 | 103 | 93 | 94
COC(=O)[C@H](Cc1ccccc1)n1cc(COC(=O)c2cccc3c(=O)c4ccccc4n(Cc4cn([C@@H](Cc5ccccc5)C(=O)OC)nn4)c23)nn1 | 84 | 102 | 101 | 101 | 98 | 104 | 112 | 104
CCOC(=O)c1cc2c(n1Cc1ccc(OC)cc1)-c1nc(OC)c(S(=O)(=O)c3ccccc3)cc1CCC2 | 68 | 92 | 108 | 96 | 97 | 85 | 81 | 99
Cc1nc(Nc2cccc(Nc3nc(C)c(N=Nc4ccccc4)s3)c2)sc1N=Nc1ccccc1 | 30 | 46 | 48 | 80 | 97 | 81 | 107 | 69
COc1ccc(/C=C(\C#N)c2cc(OC)c3c(c2)OCO3)cc1 | 40 | 24 | 16 | . | 50 | 20 | 8.7* | 39
CN(C)c1ccc(/C=C(\C#N)C(N)=O)cc1 | 86 | 106 | 110 | 103 | 97 | 92 | 111 | 101
O=C(/C=C/C=C/c1ccc2c(c1)OCO2)N/N=C\c1ccc(O)cc1 | 61 | 95 | 76 | 96 | 119 | 105 | 96 | 87

Record cards, from the list above. Order of values: UO-31 | SN12C | IGROV1 | OVCAR-5 | TK-10 | 786-0 | SK-OV-3 | OVCAR-4
Entry for CCc1ccc(C)[n+]([O-])c1 : 85 | 105 | 124 | 112 | 106 | 103 | 110 | 113
Entry for CC1OC1C(=O)OCCOC(=O)C1OC1C (stereo not given) : 87 | 101 | 105 | 111 | 107 | 96 | 103 | 113
Entry for Cc1ccc(/C=C/c2c(C(=O)/C=C/c3ccc(Cl)cc3)c(C)nc3ccccc23)cc1 : -75* | -49* | 1.4* | -33* | 27 | -17* | 55 | 6.6*
Entry for CC1(C)CC(=O)C2=C(C1)N(CCO)c1cc3c(cc1C2c1cccc(F)c1)OCO3 (stereo not given) : 78 | 96 | 97 | 91 | 87 | 91 | 107 | 114

(more compounds)
SMILES | UO-31 | SN12C | IGROV1 | OVCAR-5 | TK-10 | 786-0 | SK-OV-3 | OVCAR-4
CC(C)CCNC(=O)N/C(N)=N/c1nc2ccccc2s1 | 74 | 74 | 77 | 93 | 88 | 81 | 88 | 49
CCCCCCCCCCOC(C)=O | 89 | 103 | 96 | 101 | 116 | 114 | 110 | 103
Cc1ccc2c(ccc(CC(=S)[S-])[n+]2C)c1 | 88 | 104 | 143 | 109 | 115 | 109 | 102 | 101
CCCCC1=C(Br)C(=O)c2nc(C)ccc2C1=O | 71 | 92 | 84 | 102 | 115 | 95 | 95 | 76
COc1ccc(C(CC(=O)c2ccc3c(c2)OCO3)C(=O)O)cc1OC (stereo not given) | 83&113 | 102&98 | 106&131 | 100&118 | 108&109 | 99&111 | 105&113 | 108&132
CCCc1nn2c(-c3ccccc3)nnc2o1 | 128 | 96 | 118 | 116 | 117 | 131 | 121 | 132
Cc1ccc(-c2nc3ccc(C(=O)N=Nc4c(O)[nH]c5ccccc45)cc3[nH]2)cc1 | 84 | 106 | 110 | 112 | 114 | 106 | 102 | 117
NC(=S)N/N=C/c1cccnc1 | 94 | 96 | 112 | 105 | 104 | 103 | . | 105
N/C(=N\N=C\c1ccccn1)c1ccccn1 | 85 | 96 | 116 | 102 | 87 | 98 | 100 | 101
O=C1/C(=C/c2ccccc2F)CN(C(=O)C(Cl)Cl)C/C1=C\c1ccccc1F | -92* | -80* | -37* | -42* | -40* | -72* | 32 | 15
Cc1ccc(-c2cc(-c3ccccn3)[nH]c(=O)c2C#N)cc1 | 47 | 92 | 108 | 104 | 112 | 90 | 117 | 95
O=C1NC(=S)NC1Cn1cnc2ccccc21 (stereo not given) | 83 | 101 | 101 | 104 | 103 | 106 | 99 | 106
CCCCCCCCCCCCCCCCCCOc1cccc(CC(=O)NCC[N+]2(C)CCCC2)c1 | 81 | 79 | 22 | 78 | 85 | 77 | 103 | 88
Cc1c(C(N)=O)sc2c1c(=O)n(Cc1ccccc1)c1nnc(S(=O)(=O)CC(=O)NCc3ccccc3)n21 | 90 | 105 | 120 | 107 | 113 | 107 | 107 | 110
